Source: PubChem BioAssay (Sanford-Burnham Center for Chemical Genomics)
EBI2 block – EBI2 (human) antagonism; EBI2 beta-arrestin recruitment, luminescence, 7a,25-OHC stimulated; inhibition, % at 5 µM; 360,000 tested, 0.81% active; AID 651636; in the data active = inhibition above about 38%;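 note: enzyme fragment complementation signal reports receptor beta-arrestin coupling in cells; 0% = agonist plus DMSO wells and 100% = wells without agonist; some results beyond the cut were filed as inactive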
Target sequence (P32249 whole entry, looked up, the tested form may be a part): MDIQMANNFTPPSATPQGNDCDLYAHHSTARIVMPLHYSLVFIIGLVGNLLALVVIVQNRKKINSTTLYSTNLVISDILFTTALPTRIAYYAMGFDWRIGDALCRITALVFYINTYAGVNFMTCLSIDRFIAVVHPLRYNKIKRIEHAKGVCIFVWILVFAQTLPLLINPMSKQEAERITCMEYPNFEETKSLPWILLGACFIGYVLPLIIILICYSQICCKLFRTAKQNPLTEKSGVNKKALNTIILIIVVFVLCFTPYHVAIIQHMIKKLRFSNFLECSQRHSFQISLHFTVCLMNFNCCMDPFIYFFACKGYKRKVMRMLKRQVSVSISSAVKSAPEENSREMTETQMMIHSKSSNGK
Gli-Sufu block – Gli-Sufu pathway antagonism | Sufu-KO-LIGHT fibroblasts, Gli luciferase reporter luminescence | inhibition, % at 5 µM | 340,000 tested, 0.74% active | AID 588413;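 active = inhibition above about 55%, limit read from the data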;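 note: 0% = DMSO-treated cells and 100% = wells with medium but no cells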
CCR6 antag – antagonists of human CCR6 receptor. P51684. CHO-K1 CCR6 PathHunter beta-arrestin, luminescence, CCL20-stimulated. inhibition, % at 20 µM. 340,000 tested, 0.49% active. AID 493098;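 active = compounds whose inhibition of the agonist-driven luminescence signal at 20 µM reaches about 50%, limit read from the data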;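 note: cells stimulated with CCL20 at 14 nM final; plate controls were DMSO with CCL20 for no effect and DMSO without agonist for full effect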
Target sequence (P51684 whole entry, looked up): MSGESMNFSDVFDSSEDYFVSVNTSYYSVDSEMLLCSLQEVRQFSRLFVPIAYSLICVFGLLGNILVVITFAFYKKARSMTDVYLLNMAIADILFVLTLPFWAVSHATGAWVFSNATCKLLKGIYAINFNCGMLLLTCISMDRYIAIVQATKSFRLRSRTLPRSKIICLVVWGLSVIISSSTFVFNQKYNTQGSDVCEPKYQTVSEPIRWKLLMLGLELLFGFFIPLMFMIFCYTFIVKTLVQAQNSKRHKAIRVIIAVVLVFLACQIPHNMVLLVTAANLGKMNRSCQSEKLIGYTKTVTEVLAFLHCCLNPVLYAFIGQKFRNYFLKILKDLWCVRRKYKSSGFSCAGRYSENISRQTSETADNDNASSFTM
* = called active by the depositor. A portion of the library; count on the stated rates, not on these rows.

SMILES	EBI2 block	Gli-Sufu block	CCR6 antag
Nc1nc2c(ncn2C2CCCC2)c(=O)[nH]1	-2	7	3
Cc1nc(C)c(C(=O)C2=C(O)C(=O)N(CCCn3ccnc3)C2c2ccccc2)s1 (stereo unspecified)	-4	-22	3
CC(C)(O)CN(C(=O)C(c1ccccc1)c1ccccc1)C1CCCCC1	9	8	3
CC(C)C[C@H]1CNC(=S)N1CC1CCCN1C[C@H](CC(C)C)N1C[C@H](CC(C)C)N(CC2CCCCCC2)C1=S (stereo partly specified)	-17	4	29
CN(C)Cc1cccc(-c2ccccc2)c1O	-1	3	9
Cc1ccc2oc3c(c(=O)c2c1)C(c1cccs1)N(CCCN(C)C)C3=O (stereo unspecified)	1	-6	-1
COc1nc(-c2ccccc2)nnc1-c1ccccc1	-19	-87	14
Cc1cc2c(SCc3ccccc3Cl)nc(N)nc2nc1C	-4	7	6
O=C(c1ccc2nc[nH]c2c1)N1CCN(S(=O)(=O)c2cccc(Cl)c2)CC1	-8	1	10
CCOc1ccc(N=Cc2ccccc2O)cc1	-10	3	5
COc1cc(N)c(Cl)cc1C(=O)NC1CCN(Cc2ccccc2)CC1	2	0	6
C=C1CC(COc2ccc3c(C)c(Cl)c(=O)oc3c2)(c2ccccc2)OC1=O (stereo unspecified)	56*	6	40

Pulled by compound from the list above:
SMILES	EBI2 block	Gli-Sufu block	CCR6 antag
O=C(c1ccc2nc[nH]c2c1)N1CCN(S(=O)(=O)c2cccc(Cl)c2)CC1	-8	1	10
Cc1nc(C)c(C(=O)C2=C(O)C(=O)N(CCCn3ccnc3)C2c2ccccc2)s1 (stereo unspecified)	-4	-22	3
Nc1nc2c(ncn2C2CCCC2)c(=O)[nH]1	-2	7	3

(next part)
SMILES	EBI2 block	Gli-Sufu block	CCR6 antag
Oc1ccc(C[C@H]2CNC(=S)N2CC2CCCN2C[C@H](Cc2ccccc2)N2C[C@H](Cc3ccc(O)cc3)N(CC3CCCCCC3)C2=S)cc1 (stereo partly specified)	7	34	5
C/C(CC(=O)NC1CCCC1)=N\NC(=O)c1ccc([N+](=O)[O-])c(Cl)c1	0	-7	2
CN(C)Cc1cc(C(C)(C)C)cc(N2CCOCC2)c1O	-5	4	8
COc1cccc2c1C(=O)c1c(O)c3c(c(O)c1C2=O)CC(O)(C(C)=NNC(=O)c1ccc(Cl)c(Cl)c1)CC3OC1CC(N)C(O)C(C)O1 (stereo unspecified)	-14	71*	9
CCOC(=O)c1c(-c2ccc(C)cc2)csc1NC(=O)/C(C#N)=C/c1ccc(O)c(OC)c1	25	40	38
CCOC(=O)C1=C(C(=O)OCC)N(CC2CCCCC2)CCC1=O	-7	-4	1
COc1ccccc1N(C)S(=O)(=O)c1ccc(C(=O)Nc2cccc(S(=O)(=O)N3CCOCC3)c2)cc1	7	10	17
COc1ccc(OCC(CO)N2CCN(c3ccccc3)CC2)cc1 (stereo unspecified)	32	5	8
N#C/C(=C/c1ccc(-c2ccc(C(=O)O)c(Cl)c2)o1)C(=O)NCC1CCCO1 (stereo unspecified)	3	0	18
COc1cc(OC)c(C(=O)C=Cc2ccc(OC)c(OC)c2)c(OC)c1	4	12	6
CCC1([N+](=O)[O-])COC(c2ccc(Cl)cc2)OC1 (stereo unspecified)	-3	-3	7
O=[N+]([O-])c1ccc(COc2ccc(CN3CCCCC3)cc2)cc1	-6	10	12
O=[N+]([O-])c1ccc(/C=C/C2=NN(c3ccccc3)C(c3ccco3)C2)cc1 (stereo unspecified)	10	15	21
O=c1oc(-c2ccccc2)c(-c2ccccc2)c2ccccc12	-9	4	9
Cc1cccc(NC2CNC(=O)NC2=O)c1 (stereo unspecified)	0	9	-1
NC(=O)c1ccccc1N/C=C/C(=O)c1ccc(Cl)cc1Cl	10	-77	3
Cn1c(=S)c2[nH]c(SCC3CCCO3)nc2n(C)c1=O (stereo unspecified)	-12	0	26
Cc1ccc(NC(=O)CN2C(=O)S/C(=C\c3ccc(-c4cccc(C(=O)O)c4C)o3)C2=O)cc1C	8	0	7
O=C(COc1ccc(S(=O)(=O)N2CCOCC2)cc1)NC1CCCCC1	-2	-7	7
CN1CCN(c2ccc([N+](=O)[O-])cc2/C=N/NC(=O)c2ccc(F)cc2)CC1	-4	-3	14
CCCCN(C(=O)c1cc(CN2C(=O)c3ccccc3C2=O)ccc1OC)c1c(N)n(CC(C)C)c(=O)[nH]c1=O	6	2	3
CCOC(=O)C(=Cc1cc(=O)c(OC)co1)C(=O)OCC	-9	28	31
COc1cc(CNC[C@H]2O[C@@H](n3cnc(C(N)=O)n3)[C@H](O)[C@@H]2O)ccc1OCc1cccc(Cl)c1	-1	-9	7
Cc1ccc(CNC(=O)Nc2ccc(F)cc2F)n1C	5	0	-2
CC[C@]1(C(=O)OC)[C@H]2C(=O)N(C)C(=O)[C@H]2[C@H]2CN=C(SC)N21	-3	-3	-8
Cc1[nH]c(C)c2c(=O)n(Cc3ccccc3Cl)ncc12	13	0	11
Clc1ccc(C=Cc2ccccn2)cc1	30	-80	7
CCN(CC)CCCC(C)Nc1nccc2c(Cl)cccc12 (stereo unspecified)	1	-3	10
COc1ccc(CNS(=O)(=O)CCNCCc2ccccc2)cc1	1	1	18
Cc1cc(C)c(NC(=O)/C(=C/c2ccccc2)c2ccccc2)c(C)c1	8	5	6
Cc1cc(O)c(N=Nc2ccc(C(=O)O)cc2)cc1C	7	-91	26
NC(=S)n1[nH]c(-c2ccc([N+](=O)[O-])cc2)c(N=Nc2ccc(Cl)cc2)c1=O	26	60*	45
Cc1ccc2nc(Cl)cc(=O)n2c1	-10	9	-6
Brc1cc2c(cc1C1OCCO1)OCO2	-8	5	4
CC(C)C[C@H]1CNC(=S)N1CC1CCCN1C[C@H](Cc1ccccc1)N1C[C@H](Cc2ccc(O)cc2)N(CC2CCCCC2)C1=S (stereo partly specified)	26	-11	9
CCc1c(Cl)nc(N)nc1Nc1ccccc1C	5	2	-2

No new results follow: entries from further up.
SMILES	EBI2 block	Gli-Sufu block	CCR6 antag
CC[C@]1(C(=O)OC)[C@H]2C(=O)N(C)C(=O)[C@H]2[C@H]2CN=C(SC)N21	-3	-3	-8
Cc1[nH]c(C)c2c(=O)n(Cc3ccccc3Cl)ncc12	13	0	11
Clc1ccc(C=Cc2ccccn2)cc1	30	-80	7
CCN(CC)CCCC(C)Nc1nccc2c(Cl)cccc12 (stereo unspecified)	1	-3	10

More entries:
SMILES	EBI2 block	Gli-Sufu block	CCR6 antag
Cc1cccc(-c2c3c(=O)n(C)c(=O)n(C)c3c3nnc4ccccc4n23)c1	-4	-4	1
COc1ccc(C2=CC(=O)C[C@H](COCc3ccccc3)N(C(=O)OC(C)(C)C)O2)cc1	22	0	13
O=C1CSC(=S)N1N=Cc1ccc2c(c1)OCO2	-19	-5	5
O=C(Oc1cccc2ccccc12)c1ccccc1	-1	1	3
Cc1ccc(C(=O)NNC(=O)c2ccc3ccccc3c2)cc1	3	-31	9
COc1ccccc1-n1cnc2cc(NCc3ccco3)ccc21	1	19	-1
O=C1C=CC(=Nc2ccc(F)cc2)O1	-4	2	4
O=c1[nH]c2ccccc2c2ccc(Cl)cc12	2	9	-13
COc1ccc(NC(=O)c2ccccc2S(=O)c2ccccc2C#N)cc1 (stereo unspecified)	-10	-8	9
O=[N+]([O-])c1cccc2nc3ccccc3c(NCCCn3ccnc3[N+](=O)[O-])c12	-7	10	6
COc1ccc(CCc2ccnc3ccccc23)cc1	9	-14	16
CCOc1ccc(NC(=O)CN(C)C(=O)c2cc(-c3ccco3)nc3ccccc23)cc1OCC	6	6	8
CCN1CCCC1CNC(=O)Cn1cc(C)c(=O)[nH]c1=O (stereo unspecified)	-4	8	2
Oc1cccc(-c2nnc(-c3cccc(O)c3)nn2)c1	16	-145	47
CC(NC(=O)Oc1cccc2ccccc12)c1ccccc1 (stereo unspecified)	-2	-1	4
Nc1ccc(-c2nc3ccc(C(=O)O)cc3s2)cc1	-8	-36	-5
CCOC(=O)c1c(SC)n(-c2ccccc2)c(=S)n(-c2ccccc2)c1=O	-8	0	10
COc1cc2nc(/C=C/c3ccc(N(C)C)cc3)sc2cc1SC	19	-21	6
Oc1cccnc1CN1CCOCC1	2	1	-2
O=C(O)c1cccc2c1Cc1cc([N+](=O)[O-])ccc1-2	2	1	3
Cc1cccc(N(C)C(=O)c2cc3cc4ccc(C)cc4nc3o2)c1	14	-54	-13
CC(C(=O)O)c1cccc(Oc2ccccc2)c1 (stereo unspecified)	-2	-2	0
C=CCNc1nc2c(c(=O)[nH]c(=O)n2C)n1Cc1cccc(C)c1	-5	5	10
O=C1[C@H](Cc2ccccc2)NCC=CC[C@H](c2ccco2)N1Cc1ccccc1	0	4	17
O=C(C=NNc1ccccc1)c1ccccc1	6	-74	3
CC(C)Cn1c(SC(C)C(=O)Nc2ccc3c(c2)OCCO3)nc2ccccc2c1=O (stereo unspecified)	-3	2	-2
O=c1[nH]cnc2scc(-c3ccc(-c4ccccc4)cc3)c12	-30	-114	-3
CCOC(=O)c1c(C)oc2c1c(C=NCC1CCCO1)c(O)c1ccccc12 (stereo unspecified)	8	8	9
O=C(CC1Sc2ccccc2NC1=O)NNc1ccc(Cl)c(Cl)c1 (stereo unspecified)	6	10	0
c1ccc(C(Nc2cccnc2)c2ccccc2)cc1	8	1	35
O=C(Cc1ccc(NC(=O)C2CCCN(C(=O)C3CCCC3)C2)cc1)Nc1cccc(C(=O)N2CCCC2)c1 (stereo unspecified)	-5	7	-2
Cc1ccc(NC(C(=O)c2ccccc2)c2ccccc2)cc1 (stereo unspecified)	-3	-3	32
Nc1cccc2c(=O)[nH][nH]c(=O)c12	4	-2	7
O=C(CC(Nc1ccc(F)cc1)C(=O)OCC(=O)c1cccs1)c1ccccc1 (stereo unspecified)	-2	-4	17
O=C1NC(Cc2ccc(O)cc2)c2nc3ccc(F)cc3c(=O)n2-c2cc(Cl)ccc21 (stereo unspecified)	6	11	2
COC(=O)C1C2CC3c4[nH]c5cc(OC)ccc5c4CCN3CC2CC(OC(=O)CC(C)=O)C1OC (stereo unspecified)	4	4	6

5 entries from above, reformatted:
compound,EBI2 block,Gli-Sufu block,CCR6 antag
O=C(CC1Sc2ccccc2NC1=O)NNc1ccc(Cl)c(Cl)c1 (stereo unspecified),6,10,0
c1ccc(C(Nc2cccnc2)c2ccccc2)cc1,8,1,35
O=C(Cc1ccc(NC(=O)C2CCCN(C(=O)C3CCCC3)C2)cc1)Nc1cccc(C(=O)N2CCCC2)c1 (stereo unspecified),-5,7,-2
Cc1ccc(NC(C(=O)c2ccccc2)c2ccccc2)cc1 (stereo unspecified),-3,-3,32
Nc1cccc2c(=O)[nH][nH]c(=O)c12,4,-2,7

An excerpt from above in order of count of non-hydrogen atoms, descending.
SMILES	EBI2 block	Gli-Sufu block	CCR6 antag
CC(C)Cn1c(SC(C)C(=O)Nc2ccc3c(c2)OCCO3)nc2ccccc2c1=O (stereo unspecified)	-3	2	-2
Cc1nc(C)c(C(=O)C2=C(O)C(=O)N(CCCn3ccnc3)C2c2ccccc2)s1 (stereo unspecified)	-4	-22	3
COc1cc(N)c(Cl)cc1C(=O)NC1CCN(Cc2ccccc2)CC1	2	0	6
COc1ccc(OCC(CO)N2CCN(c3ccccc3)CC2)cc1 (stereo unspecified)	32	5	8
COc1ccc(CCc2ccnc3ccccc23)cc1	9	-14	16

Remaining list, next part.
SMILES	EBI2 block	Gli-Sufu block	CCR6 antag
CC12CCC(O)CC1=CCC1C2CCC2(C)C3=NN=CC3CC12 (stereo unspecified)	0	0	-14
CCOC(=O)C1=CN(C)CCC1=O	-10	-3	-4
O=C1CCN(CC2CCCCC2)C=C1C(=O)c1ccccc1	0	-2	6
CCOC(=O)c1ccc(S(=O)(=O)N2CCN(CC(O)COc3cccc(C(C)=O)c3)CC2)cc1 (stereo unspecified)	9	3	7
CCOc1ccccc1NC(=O)CSc1n[nH]c(=O)n1-c1ccccc1	2	-4	6
